PAFAH2 FP inh: inhibitors of human PAFAH2; Q99487; recombinant PAFAH2, FP-rhodamine activity probe, fluorescence polarization; inhibition, % at 3.39 µM; actives 0.99% (n = 340,000);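 active = inhibition above the mean over all tested compounds plus 3 SD, cut at about 30% in these data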;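 also: inhibitors block probe labeling of enzyme so polarization drops; 0% = enzyme with DMSO and 100% = wells lacking PAFAH2 protein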
LYPLA2 counter: LYPLA2 (human) inhibition in PME1 counter-screen. recombinant LYPLA2, FP-Rh probe fluorescence polarization. inhibition, % at 5.9 µM. actives 0.38% (n = 320,000);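 active = inhibition above the screen-wide mean plus 3 SD, limit set per campaign, cut at about 26% in these data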;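 also: 0% = LYPLA2 with DMSO and 100% = wells lacking LYPLA2 enzyme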
Target sequence (O95372 whole entry, looked up): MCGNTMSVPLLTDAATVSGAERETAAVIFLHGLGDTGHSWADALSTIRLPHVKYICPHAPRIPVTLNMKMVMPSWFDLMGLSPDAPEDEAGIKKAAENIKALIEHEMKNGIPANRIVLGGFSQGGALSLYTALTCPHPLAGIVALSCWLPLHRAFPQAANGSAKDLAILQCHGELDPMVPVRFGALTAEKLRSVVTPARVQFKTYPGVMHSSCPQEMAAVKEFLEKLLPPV
PAFAH1B2 inh: blocks human PAF acetylhydrolase 1b catalytic subunit 2 | P68402 | recombinant PAFAH1B2, FP-rhodamine activity probe, fluorescence polarization | inhibition, % at 3.39 µM | actives 1.2% (n = 340,000) | AID 492953;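 active = inhibition above the mean of all tested compounds plus 3 SD, cut at about 24% in these data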;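 also: 0% = enzyme with DMSO and 100% = wells lacking PAFAH1B2; many of its hits are not listed in these tables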
pPAFAH FP inh: pPAFAH (human) enzyme inhibition. actives 1.5% (n = 330,000). AID 463082. inhibition, % at 3.39 µM. Q13093. recombinant pPAFAH, FP-rhodamine probe fluorescence polarization;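 active = inhibition above the mean inhibition across the screen plus 3 SD, cut at about 25% in these data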;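 also: inhibitors block binding of the rhodamine activity-based probe so polarization drops; 0% = enzyme with DMSO and 100% = wells lacking pPAFAH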
Target sequence (Q13093 whole entry, looked up): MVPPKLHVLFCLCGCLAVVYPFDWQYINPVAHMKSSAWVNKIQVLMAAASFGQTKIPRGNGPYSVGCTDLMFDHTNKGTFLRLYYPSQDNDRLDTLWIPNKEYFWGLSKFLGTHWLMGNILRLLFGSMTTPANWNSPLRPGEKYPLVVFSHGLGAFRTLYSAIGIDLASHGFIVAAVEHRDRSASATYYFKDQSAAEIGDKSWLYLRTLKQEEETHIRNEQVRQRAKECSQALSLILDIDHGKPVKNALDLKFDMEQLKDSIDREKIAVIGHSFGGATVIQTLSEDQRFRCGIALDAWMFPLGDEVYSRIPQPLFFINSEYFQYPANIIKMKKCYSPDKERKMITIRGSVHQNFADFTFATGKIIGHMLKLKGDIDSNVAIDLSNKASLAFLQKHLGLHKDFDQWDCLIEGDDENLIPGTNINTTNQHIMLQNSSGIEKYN
PAFAH1B3 FP inh: PAFAH1B3 (human) inhibition; inhibition, % at 3.39 µM; recombinant PAFAH1B3, FP-rhodamine probe, fluorescence polarization; actives 0.28% (n = 340,000);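 active = inhibition above the screen-wide average of all tested compounds plus 3 SD, cut at about 25% in these data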;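 also: 0% = enzyme with DMSO only and 100% = wells lacking PAFAH1B3 protein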
Target sequence (Q15102 whole entry, looked up): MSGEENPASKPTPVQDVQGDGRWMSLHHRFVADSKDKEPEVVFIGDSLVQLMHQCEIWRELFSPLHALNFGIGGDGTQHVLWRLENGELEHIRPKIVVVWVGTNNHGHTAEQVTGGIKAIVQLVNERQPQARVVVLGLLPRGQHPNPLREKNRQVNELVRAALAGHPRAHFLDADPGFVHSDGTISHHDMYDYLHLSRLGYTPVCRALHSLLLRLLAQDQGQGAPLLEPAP
ZTA counter: ZTA (EBV) inhibition in EBNA-1 counter-screen. P03206. actives 0.15% (n = 320,000). inhibition, % at 11 µM. ZTA-DNA binding, fluorescence polarization; in the data active = inhibition above about 33%
EBNA-1 inh: blocks EBNA-1 binding to DNA; AID 1950; EBNA-1 DNA binding, fluorescence polarization; actives 0.34% (n = 300,000); inhibition, % at 14.8 µM; in the data active = inhibition above about 28%
PREPL inh: inhibitors of human prolyl oligopeptidase-like enzyme PREPL. actives 0.68% (n = 320,000). inhibition, % at 5.96 µM. Q4J6C6. AID 2751. recombinant PREPL, fluorescence polarization activity-based probe; in the data active = inhibition above about 43%;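 also: 0% = enzyme with DMSO and 100% = wells lacking enzyme; many of its hits are not listed in these tables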
LYPLA1 counter: counter-screen for PME1 inhibitors: inhibitors of human LYPLA1; O75608; recombinant LYPLA1, FP-Rh probe fluorescence polarization; inhibition, % at 5.9 µM; actives 0.16% (n = 320,000); AID 2174;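 active = inhibition above the mean of all tested compounds plus 3 SD, set per campaign, cut at about 14% in these data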;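 also: inhibitors block serine hydrolase probe labeling of LYPLA1 so polarization falls; 0% = enzyme with DMSO and 100% = wells lacking LYPLA1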
* = called active by the depositor; . = not tested or not shown. Only part of the results is shown, so the mix of outcomes need not match the whole.

Second line of a record: PAFAH2 FP inh, LYPLA2 counter, PAFAH1B2 inh, pPAFAH FP inh, PAFAH1B3 FP inh, ZTA counter, EBNA-1 inh, PREPL inh, LYPLA1 counter
CCCN(CC(=O)Nc1ccccc1OC)C(=O)c1cccc(S(=O)(=O)NCc2ccccc2)c1
    -2, 2, 1, 7, -1, 10, 1, -8, -5
CCNCc1ccccc1OCc1ccccc1
    -1, -12, 3, -3, 8, -3, -10, -58, -6
CC(c1ccco1)N(C(=O)c1ccc(F)cc1)c1ccccn1 (stereo not given)
    -3, -4, -3, -1, 8, -14, 3, 8, 1
Cc1ccc(NS(=O)(=O)c2ccccc2F)cc1S(=O)(=O)N1CCCCC1
    10, -4, 7, 2, 9, 11, ., 1, -1
COc1ccc(Cl)cc1NC(=S)NCc1ccc(S(N)(=O)=O)cc1
    2, 2, -1, 5, 17, -14, 3, 9, -5
CCCC(=O)Nc1nnc(CC(=O)OCC)s1
    -3, 6, 0, 3, 6, -17, -7, -13, 1
Cc1ccsc1C(=O)NCc1ccccc1Cl
    -6, -4, 2, -2, 8, -22, -6, 4, 0
CCOC(=O)c1oc2ccccc2c1NC(=O)C(C)(C)C
    -5, 0, 0, 1, 8, -10, 3, 12, 1
O=C(Nc1nnc(-c2ccc(Br)cc2)o1)C1=COCCO1
    2, 2, 2, 2, 9, -20, 10, -4, 0
O=C(CN1C(=O)CSC1=O)NCc1ccccc1
    -8, 2, 0, 78*, 1, -6, 17, 2, -2
CC1=CC(C)(C)N(C(=O)CNC2CCCCC2)c2cc(C)ccc21
    -1, 8, 7, 4, 7, 3, 9, 11, 4
C=C(C)C1CC=C(C)/C(=N/NC(=O)CCCNc2cccc(C)c2)C1 (stereo not given)
    11, 4, 13, 6, 6, 5, -8, 2, 1
CC(Sc1nncs1)C(=O)Nc1ccc(Cl)cn1 (stereo not given)
    1, 1, 1, -3, 2, -5, -13, 3, 0
O=C(c1cc(-c2ccc(Cl)cc2)on1)N1CCN(c2ccc(F)cc2)CC1
    -1, 10, -3, 5, 8, -4, -6, 3, 1
CCSc1ncc(Cl)c(C(=O)Nc2ccccc2C)n1
    6, -6, 2, -2, 1, 3, 2, 6, 3
O=C(c1cc(COc2cccc(C(F)(F)F)c2)on1)N1CCC(c2ccccc2)CC1
    -3, -5, -2, 9, 2, -1, 1, -5, -7
CCCCCCCNC(=O)C1(CC2CC(c3ccccc3)=NO2)CCN(C(=O)c2ccccc2)CC1 (stereo not given)
    5, -3, 7, 4, 6, -14, 5, 3, -4
Cc1nc2c(nnn2Cc2ccccc2Cl)c(=O)[nH]1
    -5, -1, 5, -2, 1, -15, -7, 4, 2
O=C(CCC(=O)N1CCOCC1)Nc1ccc(Cl)c(Cl)c1
    19, -3, -4, 2, 5, 5, 9, 6, -2
CCOC(=O)c1ccc(NC(=O)CN2C(=O)CSC(C)C2=O)cc1 (stereo not given)
    1, 5, 5, -1, 7, 9, 4, 5, 0
CCOc1ccc2cc(S(=O)(=O)N3CCN(C)CC3)ccc2c1
    -2, 1, 6, -2, -1, 8, -14, 11, -2
CCCCc1ccc(NC(=O)CN(C)CC(=O)Nc2ccccc2Cl)cc1
    9, -3, 7, 13, 5, 6, 9, -7, 0
CCCc1nc2scc(-c3ccccc3)c2c(=O)n1N
    -6, -3, -1, -2, 1, 9, 0, 0, -1
COc1ccc(NC(=O)Cn2c(=O)n(CC(=O)NCc3ccco3)c(=O)c3ccccc32)cc1
    4, -2, 1, 2, 7, 5, -9, -4, 2
CCN1C(=O)OC2(CCCCC2)C1(C)O (stereo not given)
    ., -6, ., -1, ., 6, -5, 10, -5
CCCCNS(=O)(=O)CCNCc1ccc(OC)cc1
    1, ., 7, 8, 8, ., ., ., .
Cc1nc2c3ccccc3nc(NNC(=O)CCC(=O)NCCN3CCN(c4ccccc4F)CC3)n2n1
    -8, -4, 3, 3, 5, 2, 15, 27, -1
CCOc1ccc(NC(=O)CCN2CCN(S(=O)(=O)c3cc(Cl)ccc3OC)CC2)cc1
    -1, 22, 3, 1, 4, -18, -2, 30, 3
CCN(CC)C(=O)c1nc[nH]c1C(=O)N(C)Cc1ccccc1
    2, -1, 6, -1, 1, 7, ., 4, -1
CCc1cccc(NC(=O)CCCSc2nc3ccccc3[nH]2)c1
    2, -3, -4, 0, 7, 14, 2, -2, -8
COc1ccc(NCc2n[nH]c(=O)c3ccccc23)cc1
    -4, 11, 2, 1, -1, 3, -5, 17, 5
CCCCC(=O)N1CC(=O)Nc2ccc(F)cc2C1c1ccccc1 (stereo not given)
    6, 0, 5, 1, -3, 2, -2, 10, 5
Cc1onc(-c2c(F)cccc2Cl)c1C(=O)NC1CCSC1=O (stereo not given)
    2, -4, -2, 0, 2, 4, -2, 1, 1
COc1cc(OC)cc(C(=O)N[C@H](C(=O)NCc2cccs2)C(C)C)c1
    0, -6, 3, 0, 1, 4, 4, -9, -5
CCN(CC(=O)NCc1cccs1)C(=O)CCC(=O)c1ccc(C)cc1
    7, 0, 1, 2, 9, 1, -4, 3, -3
CN(C)c1ccc(/C=N/NC(=O)c2ccc(Cl)cc2)cc1
    2, 1, -2, -1, 3, 0, -1, -1, 1
COc1ccc(OC)c(S(=O)(=O)N(C)CC(=O)Nc2ccccc2OC)c1
    4, -3, 0, -2, 9, 6, -3, 4, -3
O=C(NCCc1ccccc1)c1ccc(S(=O)(=O)N2CCCC2)cc1
    4, -7, 4, -2, 6, -6, ., 11, -4
COc1ccc(C(=O)NCc2ccccc2C)cc1S(=O)(=O)NC1CCCC1
    4, ., 5, 7, 0, ., ., 5, .
CCn1c2ccccc2c2cc(NC(=O)c3cccc(OC)c3OC)ccc21
    -6, 4, -1, 22, 10, -5, 3, 17, -4

Whole records, looked up by structure:
Shown for Cc1ccc(NS(=O)(=O)c2ccccc2F)cc1S(=O)(=O)N1CCCCC1 → PAFAH2 FP inh: 10; LYPLA2 counter: -4; PAFAH1B2 inh: 7; pPAFAH FP inh: 2; PAFAH1B3 FP inh: 9; ZTA counter: 11; EBNA-1 inh: .; PREPL inh: 1; LYPLA1 counter: -1
Shown for CCn1c2ccccc2c2cc(NC(=O)c3cccc(OC)c3OC)ccc21 → PAFAH2 FP inh: -6; LYPLA2 counter: 4; PAFAH1B2 inh: -1; pPAFAH FP inh: 22; PAFAH1B3 FP inh: 10; ZTA counter: -5; EBNA-1 inh: 3; PREPL inh: 17; LYPLA1 counter: -4
Shown for CCCCc1ccc(NC(=O)CN(C)CC(=O)Nc2ccccc2Cl)cc1 → PAFAH2 FP inh: 9; LYPLA2 counter: -3; PAFAH1B2 inh: 7; pPAFAH FP inh: 13; PAFAH1B3 FP inh: 5; ZTA counter: 6; EBNA-1 inh: 9; PREPL inh: -7; LYPLA1 counter: 0

Ordered by the number under PREPL inh (ascending): 3 from the list above.
canonical_smiles | PAFAH2 FP inh | PAFAH1B2 inh | pPAFAH FP inh | PAFAH1B3 FP inh | EBNA-1 inh | PREPL inh
CCN(CC(=O)NCc1cccs1)C(=O)CCC(=O)c1ccc(C)cc1 | 7 | 1 | 2 | 9 | -4 | 3
CCCCC(=O)N1CC(=O)Nc2ccc(F)cc2C1c1ccccc1 (stereo not given) | 6 | 5 | 1 | -3 | -2 | 10
O=C(NCCc1ccccc1)c1ccc(S(=O)(=O)N2CCCC2)cc1 | 4 | 4 | -2 | 6 | . | 11

The list goes on:
| smiles | PAFAH2 FP inh | LYPLA2 counter | PAFAH1B2 inh | pPAFAH FP inh | PAFAH1B3 FP inh | ZTA counter | EBNA-1 inh | PREPL inh | LYPLA1 counter |
| --- | --- | --- | --- | --- | --- | --- | --- | --- | --- |
| COc1ccc(-c2ccnc(SCC(=O)N3CCN(c4ccccc4)CC3)n2)cc1 | . | 4 | . | -5 | . | -20 | -8 | -32 | 2 |
| Cc1ccc(SCC(=O)NCCC2=CCCCC2)cc1 | -2 | 6 | 50* | 5 | 1 | -8 | 5 | -15 | 1 |
| COc1ccccc1CN1CC(C(=O)NCc2ccc(C)c(F)c2)CCC1=O (stereo not given) | 5 | 6 | 6 | -1 | 11 | -11 | -8 | 15 | 1 |
| O=C(O)c1cccnc1Sc1ccccc1Cl | 4 | 8 | 0 | 6 | -1 | -9 | 3 | 8 | 5 |
| COC(=O)C1CN(C(=O)COc2ccc(C)cc2)c2ccccc2O1 (stereo not given) | -2 | -10 | 8 | 5 | 6 | 9 | 1 | -1 | -3 |
| CC(C)Oc1cccc(C(=O)C2CCCN(C(=O)c3ccnn3C)C2)c1 (stereo not given) | 2 | 5 | 0 | -4 | 4 | 6 | -5 | 12 | 0 |
| COc1cc(C(=O)OCC(=O)NC(N)=O)cc(CN2C(=O)c3ccccc3C2=O)c1OC | 9 | -7 | 5 | 3 | 2 | -3 | 5 | -7 | -4 |
| Cc1cc(C)c(S(=O)(=O)Nc2c(C)[nH]c(=O)[nH]c2=O)c(C)c1 | 2 | 3 | 2 | -4 | -3 | -1 | -5 | 0 | 0 |
| O=C(COC(=O)COc1ccccc1)Nc1ncc(Cl)cc1Cl | 7 | . | 1 | 12 | 7 | . | . | 5 | . |
| CCN(C(=S)Nc1ccc(Oc2ccccc2)cc1)c1ccccc1 | -11 | -22 | 1 | 2 | -1 | 7 | -8 | 1 | -9 |
| CCOc1cccc2c1OC1(C)CC2NC(=O)N1c1cccc(C(=O)NCc2ccccn2)c1 (stereo not given) | 0 | 2 | 3 | 3 | 0 | -12 | 5 | 11 | 1 |
| N#CC1(NC(=O)CN2C(=O)NC(c3ccccc3)(c3ccccc3)C2=O)CCCC1 | -2 | 2 | 4 | 1 | 3 | -4 | . | -1 | 1 |
| CC(C)c1nnc(NC(=O)Cc2ccccc2[N+](=O)[O-])s1 | -8 | -1 | -3 | 2 | -5 | 11 | 2 | 6 | 1 |
| [O-]/[N+](=C\c1ccccc1)c1ccc(Br)cc1 | -9 | -2 | 2 | -5 | 0 | 2 | . | 2 | 3 |
| CN1CCN(C(=O)CN(C2CCCCC2)S(=O)(=O)c2ccc(Br)cc2)CC1 | -4 | -1 | 2 | 0 | 7 | -2 | 8 | 0 | 3 |
| CCC(=O)c1ccc2ncccc2c1 | -3 | 4 | 2 | 1 | 6 | -19 | -3 | -8 | -2 |
| Cn1c(SCC(N)=O)nnc1-c1cnccn1 | -1 | 2 | 8 | 0 | 2 | -11 | -18 | 16 | 0 |
| CCCN1C2CCCC1CC(NC(=O)c1ccc(Br)cc1)C2 (stereo not given) | 4 | 3 | 1 | 3 | 10 | 5 | -18 | 1 | 3 |
| CC(C)S(=O)(=O)c1cnc(-c2ccccn2)nc1N | -3 | -3 | 9 | -2 | 7 | -2 | 8 | 1 | 1 |
| Cc1cccc(CSc2nnc(-c3ccccn3)n2N)c1 | 4 | 0 | 4 | 4 | 8 | 17 | 5 | 3 | 2 |
| O=C1NC2(CCCC2)Oc2ccccc21 | . | 3 | . | 0 | . | -9 | -7 | 0 | -1 |
| COc1c(Cl)cnn(-c2ccccc2)c1=O | -7 | 1 | -4 | 2 | -10 | 19 | 19 | 2 | -3 |
| O=C(/C=C\c1ccc2c(c1)OCO2)CC1(O)C(=O)Nc2ccccc21 (stereo not given) | -2 | 10 | 5 | 1 | 7 | -11 | 0 | 6 | 0 |
| Cc1cccc(OCCCC(=O)Nc2ccc(S(=O)(=O)Nc3ncccn3)cc2)c1C | 6 | -2 | -1 | 8 | 2 | -3 | -6 | -4 | 0 |
| N#CCSc1nnc(CNc2ccc(F)cc2)o1 | -3 | 2 | 1 | 4 | -3 | -1 | 2 | -7 | 1 |
| Cc1cccc(C)c1NC(=O)COC(=O)CCC(=O)c1cccs1 | 2 | 0 | 9 | 8 | 7 | -2 | -17 | 17 | -1 |
| CCN(CC)S(=O)(=O)c1ccc(C)c(NC(=O)/C=C/c2cccs2)c1 | -11 | -10 | 2 | -6 | 0 | -12 | 3 | -5 | -5 |

Assay outcomes deposited in PubChem BioAssay by The Scripps Research Institute Molecular Screening Center.
